# GalR3 antagonist = GalR3 antagonists in HEK293 cells, primary screen, cell-based, fluorescence readout. hit rate 0.44% among 360,000. inhibition, % at 3 µM. Galanin receptor type 3 (Homo sapiens), O60755. AID 651719, 2012. HEK293 GalR3-CNG cAMP membrane potential fluorescence; galR3 body fused to GalR1 C-terminus;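 active = inhibition above the screen-wide average plus 3 SD, cut at about 13% in these data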;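 also: forskolin and galanin both at EC90 stimulate the cells; cAMP rise reported by CNG channel membrane potential dye signal; 0% = forskolin plus galanin with DMSO and 100% = forskolin alone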
# Target sequence (O60755 1-299 limits assumed): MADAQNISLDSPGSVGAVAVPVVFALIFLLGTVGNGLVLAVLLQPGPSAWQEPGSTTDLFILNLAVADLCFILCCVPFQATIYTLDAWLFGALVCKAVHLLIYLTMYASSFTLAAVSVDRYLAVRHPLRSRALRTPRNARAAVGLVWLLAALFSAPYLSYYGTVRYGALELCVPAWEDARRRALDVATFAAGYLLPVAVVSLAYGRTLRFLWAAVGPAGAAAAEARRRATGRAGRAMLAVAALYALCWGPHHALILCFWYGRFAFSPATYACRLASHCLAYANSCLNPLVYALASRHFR
# DNA FID counter = compounds displacing fluorescent DNA intercalator, primary screen, artefact control for HCV NS3 helicase inhibitor project, biochemical, FID fluorescence. DNA fluorescent intercalator displacement. inhibition, % at 7.9 µM. hit rate 0.17% among 290,000. AID 1845, 2009; in the data active = inhibition above about 37%;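 also: 0% = vehicle and 100% = reference compound; higher means more ethidium bromide displaced from hairpin DNA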
# MEKK3 PB1 HTS = modulators of MEKK3-MEK5 PB1 binding, primary screen, biochemical, wildtype MEKK3, multiplex bead flow cytometry, Alexa488-MEK5 | Mitogen-activated protein kinase kinase kinase 3 (Homo sapiens), Q99759 | bead-based flow cytometry, Alexa488-MEK5 binding to MEKK3; actives lie on both sides; 0 = blocked by unlabeled MEK5, 100 = vehicle | binding response (% of control), % at 10 µM | hit rate 1.4% among 290,000 | AID 1529, 2009;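 active = binding response more than 3 SD above or below the average of its plate-row segment, actives on both sides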;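 also: Alexa488 bead fluorescence after subtracting the streptavidin-only scavenger bead signal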
# Target sequence (Q99759 whole entry, looked up): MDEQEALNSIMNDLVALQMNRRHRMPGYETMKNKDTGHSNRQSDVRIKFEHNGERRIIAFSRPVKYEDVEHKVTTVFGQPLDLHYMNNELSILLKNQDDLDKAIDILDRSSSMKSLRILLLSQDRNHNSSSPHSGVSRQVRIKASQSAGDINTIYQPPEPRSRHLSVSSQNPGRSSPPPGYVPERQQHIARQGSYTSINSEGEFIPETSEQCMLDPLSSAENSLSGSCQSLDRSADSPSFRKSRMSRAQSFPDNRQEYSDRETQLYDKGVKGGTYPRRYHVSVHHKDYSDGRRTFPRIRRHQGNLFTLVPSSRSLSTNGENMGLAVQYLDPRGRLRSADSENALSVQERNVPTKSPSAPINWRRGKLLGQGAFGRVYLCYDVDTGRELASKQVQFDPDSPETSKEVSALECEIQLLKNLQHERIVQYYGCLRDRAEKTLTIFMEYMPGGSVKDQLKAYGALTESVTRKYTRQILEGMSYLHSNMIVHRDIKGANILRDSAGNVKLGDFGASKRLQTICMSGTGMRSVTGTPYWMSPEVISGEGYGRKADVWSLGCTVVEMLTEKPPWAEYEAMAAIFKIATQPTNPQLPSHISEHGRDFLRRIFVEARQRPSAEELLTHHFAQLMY
# NS3 helicase inh = inhibitors of HCV NS3 helicase, primary screen, biochemical, Cy5 molecular beacon fluorescence; Hepatitis C virus NS3 helicase; NS3 helicase DNA unwinding; inhibition, % at 10.9 µM; hit rate 0.56% among 290,000;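 active = inhibition above the mean of all tested compounds plus 3 SD, set per campaign, cut at about 35% in these data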;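 also: 0% = DMSO wells and 100% = thioflavine S control wells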
#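 Measured by: Cy5 fluorescence, 0 and 60 min reads / Assay system: NS3 helicase fragment of HCV / Control set: low DMSO, high thioflavine S at 110 µM / Times: 1 h reaction at 25 °C, ATP-initiated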
# MEKK2 mut-MEK5 = MEK5 binding signal on mutant MEKK2 PB1, primary screen, biochemical, multiplex bead flow cytometry, Alexa488-MEK5; Alexa488-MEK5 binding to MEKK2 mutant; percent response, % at 10 µM; hit rate 0.35% among 290,000; AID 1530, 2009; in the data active = percent response above about 24%, passing the limit was not always enough; also: inactives centre near 1; some results filed as inactive read as strong as hits
# MEKK2wt PB1 HTS = modulators of MEK5 binding to wildtype MEKK2, primary screen, biochemical, multiplex bead flow cytometry, Alexa488-MEK5; hit rate 1.1% among 290,000; binding response (% of control), % at 10 µM; Alexa488-MEK5 binding to MEKK2 WT; actives lie on both sides; Mitogen-activated protein kinase kinase kinase 2 (Homo sapiens), Q9Y2U5; AID 1531, 2009; in the data active = binding response below about 67% or above about 130%
# CRFR2-BP antag = antagonists of CRF-BP/CRF-R2 complex, primary screen, cell-based, HEK293, calcium dye fluorescence, uHTS; inhibition, % at 11.8 µM; hit rate 0.59% among 350,000; CRF-induced calcium fluorescence; AID 588475, 2011;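 active = inhibition of the ligand-induced calcium signal above about 50% at the single tested concentration, limit read from the data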
# UBC9 SUMO inh = inhibitors of in vitro SUMOylation cascade, primary screen, biochemical, HTRF, uHTS; HTRF SUMOylation assay, SAE1/SAE2 + UBC9; inhibition, % at 35 µM; hit rate 0.36% among 290,000; AID 2006, 2009; in the data active = inhibition above about 50%, passing the limit was not always enough; also: strong numbers were not always called active
# Target sequence (P63279 whole entry, looked up): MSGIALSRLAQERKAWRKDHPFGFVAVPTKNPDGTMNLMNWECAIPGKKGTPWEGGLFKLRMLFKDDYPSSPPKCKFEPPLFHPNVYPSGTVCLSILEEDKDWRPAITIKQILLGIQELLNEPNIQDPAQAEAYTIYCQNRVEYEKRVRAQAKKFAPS
# CRFR2-BP ag = agonists of CRF-BP/CRF-R2 complex, primary screen, cell-based, HEK293, calcium dye fluorescence, uHTS; hit rate 0.46% among 350,000; calcium dye fluorescence (FLIPR); percent of saturating CRF peptide response; activation, % at 13.2 µM;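 active = activation of at least 50%, plus an integration ratio under a set limit after plate pattern correction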;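 also: plate controls were neutral control wells without compound for no effect and CRF at EC100 for full effect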
# * = called active by the depositor; . = no result given. An excerpt; the hit share may differ from the screen's.
No.	Structure	GalR3 antagonist	DNA FID counter	MEKK3 PB1 HTS	NS3 helicase inh	MEKK2 mut-MEK5	MEKK2wt PB1 HTS	CRFR2-BP antag	UBC9 SUMO inh	CRFR2-BP ag
1	CC(C)CN1CCC(=O)N(CCSc2ccc(Br)cc2)CC1	-4	.	110	.	8	102	-17	-8	2.0
2	C/C(Nc1ccccc1)=C(/C#N)C(N)=O	-4	1	99	-3	5	106	21	10	-0.3
3	CSc1nnc(-c2sc3cc(C(F)(F)F)cnc3c2-c2ccccc2)n1C	-9	-32	106	9	1	104	-19	25	-0.2
4	O=C(Nc1ccc(Cl)c(C(F)(F)F)c1)C1CCCN(S(=O)(=O)c2cnc[nH]2)C1 (centres undefined)	-6	-9	104	-15	4	102	-81	-28	-1.7
5	CC(=O)Nc1ccc2nc(NC(=O)CCc3ccccc3)sc2c1	-4	0	110	0	-1	106	-1	5	-0.3
6	Cc1ccc2[nH]c3c(c2c1)CCNC3=O	-4	-6	89	-6	6	107	-15	5	-1.8
7	Cc1cc(N2CCOCC2)nc2ccc(NC(=S)NCCC(C)C)cc12	-9	-4	105	-58	4	106	-15	9	3.2
8	CCOc1ccccc1OCC(=O)Nc1cc2c(cc1C(=O)O)OCCCO2	-3	-28	101	19	5	98	1	6	-1.7

# Reprinted from the part before: 2 entries, then new ones.
No.	Structure	GalR3 antagonist	DNA FID counter	MEKK3 PB1 HTS	NS3 helicase inh	MEKK2 mut-MEK5	MEKK2wt PB1 HTS	CRFR2-BP antag	UBC9 SUMO inh	CRFR2-BP ag
7	Cc1cc(N2CCOCC2)nc2ccc(NC(=S)NCCC(C)C)cc12	-9	-4	105	-58	4	106	-15	9	3.2
8	CCOc1ccccc1OCC(=O)Nc1cc2c(cc1C(=O)O)OCCCO2	-3	-28	101	19	5	98	1	6	-1.7
9	C=CCn1c(O)c(N=NC(=O)CNC(=O)c2ccco2)c2ccccc21	6	-12	99	9	-2	104	8	2	-3.1
10	O=C(O)c1cccc(NS(=O)(=O)c2ccc(-c3ccc(S(=O)(=O)Nc4cccc(C(=O)O)c4)cc3)cc2)c1	-1	-19	102	-1	-3	103	3	10	-0.3
11	CCOC(=O)N1CCN(C(=O)c2cccc(N3C(=O)NC4CC3(C)Oc3ccc(Cl)cc34)c2)CC1 (centres undefined)	-9	-51	100	-3	-1	98	-12	3	1.0
12	Cc1ccc(-n2c(=O)[nH]cc(C(=O)Nc3ccc4c(c3)OCCO4)c2=O)cc1C	-10	-2	100	0	10	106	-6	8	-3.7
13	CCN(CC)S(=O)(=O)c1ccc(/C=C/C(=O)OCC(=O)N(C)C)cc1	-2	-7	110	-3	-1	99	3	12	2.7
14	COCCNc1ncnc2c1cnn2Cc1ccc(Cl)cc1	3	-9	104	-9	11	107	6	22	2.0
15	CN1C(=O)C2(c3ccccc31)N(C)CC(c1ccccc1)C21SC(=S)N(Cc2ccco2)C1=O (centres undefined)	-5	-12	74	7	-3	79	34	-23	1.7
16	O=C(NCc1ccccc1)c1cc(-c2ccco2)on1	-6	-4	100	2	4	102	-5	3	-0.1
17	O=C(NC1CCCCC1)C1CCN(S(=O)(=O)c2cccc3nsnc23)CC1	2	2	95	-4	0	95	-4	4	-1.7
18	CCN(C(=S)Nc1ccc(OC(F)F)cc1)C1CCCCC1	-3	-2	74	0	-15	76	-3	-6	1.2
19	CC(=O)c1ccc(NC(=O)c2cc(Cl)nc3ccccc23)cc1	2	-5	99	5	-2	102	-5	-30	1.1
20	O=C(C1CC1)N1CCN(S(=O)(=O)c2ccc3c(c2)OCCO3)CC1	-4	-4	111	1	-2	105	23	4	0.3
21	Clc1cc(Cl)cc(Nc2ncnc(-n3cccc3)n2)c1	-6	-1	93	-2	-7	90	-9	0	1.3
22	COc1ccc(CNC(=O)COC(=O)c2cnccn2)cc1	-3	-2	96	-6	-6	95	7	1	-1.5
23	CC(=O)NNc1ncnc2c1cnn2-c1ccc(C)cc1	-4	6	105	-7	1	101	-4	17	-1.1
24	CCOC(=O)C1(Cc2ccc(O)cc2)NC(c2ccco2)C2C(=O)N(c3ccccc3F)C(=O)C21 (centres undefined)	-1	-21	100	3	2	102	-40	15	1.0
25	O=C(O)c1ccccc1C1=Nc2ccc(O)cc2Oc2cc(O)ccc21	1	-3	104	-1	5	102	-93	3	107*
26	CCOCCCNC(=O)N[C@@H](Cc1ccccc1)C(=O)OC	2	-2	106	-2	5	114	-13	-7	2.7
27	CN(C)S(=O)(=O)c1cccc2nsnc12	-5	-4	85	4	-7	90	-13	18	-0.9
28	COC(=O)c1c(CSc2cccc(C)c2)noc1C(=O)NCc1ccco1	-4	-22	101	11	1	100	10	28	-3.4
29	O=C(N/N=C/c1ccc[nH]1)c1cc2ccccc2cc1O	-9	-3	98	41*	-9	97	19	-7	3.7
30	COC(=O)COc1ccc(NS(=O)(=O)c2cccc([N+](=O)[O-])c2)cc1	-8	-22	101	0	4	105	5	13	1.9
31	O=C(CCCN1C(=O)CCC1=O)Nc1ccc2c(c1)OCCO2	1	1	110	10	14	111	5	18	0.8
32	FC(F)(F)c1ccc2c(c1)C1C=CCC1C(c1ccncc1)N2 (centres undefined)	-2	0	98	33	-1	98	-7	3	0.6
33	CC(C)N(C(=O)CSc1nnc(CNc2ccc(F)cc2)o1)C(C)C	-3	-17	87	5	2	97	3	18	0.2
34	CCn1cc(C(=O)O)c(=O)c2cc(S(=O)(=O)N(C)C)ccc21	-2	2	95	-4	5	94	-3	25	6.7
35	O=C(O)CC(c1ccc(C(F)(F)F)cc1)N1Cc2ccccc2C1=O (centres undefined)	-6	-31	105	-2	8	106	14	16	-1.1
36	Cc1oc(-c2ccc(Cl)cc2)nc1CN1CCCC(C(=O)NCCCN2CCOCC2)C1 (centres undefined)	-6	45*	.	-59	.	.	15	5	0.4
37	C=CCOc1cccc(C2C(C(=O)c3cccs3)=C(O)C(=O)N2Cc2cccnc2)c1 (centres undefined)	-4	-46	100	5	4	101	-1	19	0.2
38	CC(Sc1cccc[n+]1[O-])C(=O)Nc1ccc([N+](=O)[O-])cc1Cl (centres undefined)	0	-3	98	10	-7	95	5	8	-0.2
39	COc1ccc(C(=O)N/C(=C\c2ccc(OC)c(OC)c2)C(=O)N2CCCCC2)cc1	-6	-49	94	3	-2	90	2	20	-1.6
40	ClCc1csc(N/N=C/c2cccs2)n1	.	-1	95	43*	2	96	.	13	.
41	COCCn1nnnc1C(c1ccc2ncccc2c1)N1CCc2ccccc21 (centres undefined)	-2	-14	93	-7	1	94	-5	27	0.4
42	Cn1c(C(=O)Nc2ccc3c(c2)OCCO3)cc2c(=O)n(C)c3ccccc3c21	3	-1	100	5	-1	101	-4	-18	-1.1
43	CC(C)n1nnnc1SCC(=O)NCc1ccc2c(c1)OCO2	-5	-2	112	-2	12	124	-6	-5	-0.2
44	C=COCCNC(=S)Nc1ccccc1	-7	-1	94	2	-9	90	-6	-1	0.5
45	CSc1ccccc1NC(=O)c1cnccn1	-3	-4	67	4	-7	78	-5	-5	2.4
46	Cc1cc(Cl)ccc1OC(C)C(=O)Nc1cnn(CCCC(=O)O)c1 (centres undefined)	1	-37	99	8	0	101	-6	7	2.3
47	CN(CC(=O)Nc1ccc(N2CCOCC2)cc1)CC(=O)Nc1ccc([N+](=O)[O-])cc1Br	-4	4	109	5	-2	100	7	11	-0.8
48	c1ccc(-c2cn3nc4c(nc3n2)CCCC4)cc1	1	-3	92	1	-4	95	-23	8	5.6
49	C=C1[C@@H](C)C2[C@H](Cc3ccccc3)NC(=O)[C@]23OC(=O)CC[C@H](O)CCC[C@H](C)C/C=C/[C@H]3[C@@H]1O (some centres undefined)	.	.	106	.	4	112	.	3	.
50	O=C(COc1ccccc1)NNc1nc2c(F)cccc2s1	-5	-4	93	-6	-8	90	-3	2	0.3
51	Cc1ccc(C(=O)NS(=O)(=O)c2ccccc2)cc1	-3	2	103	2	2	100	13	20	0.6
52	COc1cc(OC)cc(-c2nc3ccccc3c(=O)n2OC(=O)c2ccc(C)c(C)c2)c1	-11	2	101	8	-2	97	6	-5	-0.3
53	CN(CCc1ccccn1)C(=S)NC(=O)c1ccco1	-4	-1	125	6	-1	111	5	-3	-1.9
54	COc1cc(NC(=O)c2ccc(C)c([N+](=O)[O-])c2)ccc1NC(=O)c1ccco1	.	-9	102	4	-3	100	.	18	.
55	CCCNC(=O)CNC(=S)N(Cc1cc(OC)c(OC)c(OC)c1)C1CCCC1	-2	-31	94	3	-2	98	11	-17	0.0
56	Cn1c(C(=O)NC2CCCC2)cc2c(=O)n(C)c3ccccc3c21	2	-23	94	-2	-1	94	1	20	-3.5
57	O=c1[nH]c2cc3c(cc2cc1CN(Cc1ccco1)C(=S)NCC1CCCO1)OCCO3 (centres undefined)	-6	-19	102	-5	-6	100	19	16	0.7
58	Cc1nn(-c2ccccc2)c(C)c1C(=O)OCc1ccc(C#N)cc1	-11	-29	106	-6	2	109	7	-7	2.0
59	CC1CCCC(NC(=O)NC(=O)CCl)C1C (centres undefined)	-1	2	75	-1	-4	82	30	16	3.5
60	O=C(O)c1ccc(N/N=C/c2ccc3nccnc3c2)cc1	3	1	99	-2	-17	93	4	-4	-2.3
61	CCN(CCCNC(=O)C1CCCN(S(=O)(=O)c2cnc[nH]2)C1)c1ccccc1 (centres undefined)	-3	-6	99	5	4	99	-6	-3	0.5
62	COC(=O)c1ccc(OC)c(NS(=O)(=O)c2ccc(-n3cnnn3)cc2)c1	-7	-9	100	18	-4	92	-5	-1	-0.6
63	Cc1ccccc1OCC(=O)Nc1ccncc1	-12	-1	106	7	3	105	-8	15	1.2
64	Cc1ccc(NC(=O)COn2nnc3ccc(S(=O)(=O)N(C)C)cc32)cc1F	-4	-10	86	-8	-16	88	8	3	-0.9

# The list continues.
No.	Structure	GalR3 antagonist	DNA FID counter	MEKK3 PB1 HTS	NS3 helicase inh	MEKK2 mut-MEK5	MEKK2wt PB1 HTS	CRFR2-BP antag	UBC9 SUMO inh	CRFR2-BP ag
65	O=C(NN=C1CCCC1)c1n[nH]c2c1CCCC2	-3	-2	105	-7	1	107	11	0	8.0
66	O=C(O)CCC(=O)Nc1ccc(NC(=O)c2ccc(Cl)cc2Cl)c(Cl)c1	-5	-6	106	10	-8	101	-5	9	0.1
67	CC(C)c1ccc2[nH]c3nc(SCC(=O)NC4CC4)nnc3c2c1	-5	-14	102	-20	-4	101	-20	27	-1.0
68	Brc1ccc2c(c1)[C@H]1OCC[C@H]1[C@@H](c1cccs1)N2	-5	-3	99	21	0	101	3	-5	-0.7
69	Cc1nc2ncnn2c(N2CCN(S(=O)(=O)c3ccc(Br)cc3)CC2)c1C	6	7	97	-2	-10	86	10	11	-0.1
70	Cc1ccc(C(C)C)c(OCC(=O)NC2CCN(C)CC2)c1	-3	7	98	-3	9	117	18	2	-1.7
71	COc1ccc(CNC(=O)c2ccc3c(=O)n(-c4ccccc4)c(=O)[nH]c3c2)cc1	.	-14	100	2	-2	98	1	1	0.9
72	Cc1ccc(C)c(OCc2n[nH]c(=S)o2)c1	-1	-1	99	-1	-2	102	11	13	0.2
73	O=C(NCCO)C1(c2ccc(Cl)cc2)CCCC1	-6	-3	101	10	-1	101	-15	-3	-1.1
